Screening results as filed in PubChem.
dFosB activator: activators of delta FosB homodimer, primary screen, biochemical, fluorescence polarization, TAMRA-CDK5 oligo, single point | activation, % at 25 µM | Protein FosB (Mus musculus), P13346 | actives 0.99% (n = 340,000) | purified delta FosB; percent of positive-control signal above neutral wells;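 active = mean activation above about 17%, with every replicate also reaching it, limit read from the data, passing the limit was not always enough; inconclusive = only one of the two conditions met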;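 note: fluorescence polarization rise as delta FosB binds a TAMRA Cdk5 AP-1 oligo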
Target sequence (P13346 whole entry, looked up): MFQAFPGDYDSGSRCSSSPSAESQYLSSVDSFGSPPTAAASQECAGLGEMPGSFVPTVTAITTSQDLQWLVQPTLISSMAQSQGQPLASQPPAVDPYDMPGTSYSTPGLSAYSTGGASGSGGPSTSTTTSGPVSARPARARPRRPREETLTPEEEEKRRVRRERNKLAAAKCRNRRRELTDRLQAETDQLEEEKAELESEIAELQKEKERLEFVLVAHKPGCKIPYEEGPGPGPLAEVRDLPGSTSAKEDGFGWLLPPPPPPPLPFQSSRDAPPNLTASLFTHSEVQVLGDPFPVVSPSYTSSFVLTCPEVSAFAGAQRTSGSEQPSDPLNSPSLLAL
HTR5A ag: HTR5A agonists in luminescence cell assay, primary screen, counter-screen for OPRM1-OPRD1 heterodimer agonist project, full-deck HTS; cell-based; 5-hydroxytryptamine receptor 5A (Homo sapiens), P47898; actives 0.61% (n = 340,000); AID 504692, 2011; activation, % at 9.3 µM; in the data active = activation mostly above about 9.5%, no sharp cut-off; inactive = mostly below about 7.6%;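 note: 0% = cells with vehicle only and 100% = reference agonist; strong numbers were not always called active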
SR-BI HDL uptake: inhibitors of SR-BI mediated HDL lipid uptake, primary screen, ldlA[mSR-BI] cells, fluorescence, single point | ldlA[mSR-BI] CHO cells, DiI-HDL uptake fluorescence, 3 h | inhibition, % at 12.5 µM | actives 0.96% (n = 320,000);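 active = mean replicate inhibition of at least 70% and a set share of replicates each scoring 70 or more; inconclusive = meets just one of the two criteria; inactive = fails both criteria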;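 note: 0% = median of neutral control wells and 100% = median of positive control wells; values of inactives mirror those of a sister screen read the other way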
Target sequence (Q61009 whole entry, looked up): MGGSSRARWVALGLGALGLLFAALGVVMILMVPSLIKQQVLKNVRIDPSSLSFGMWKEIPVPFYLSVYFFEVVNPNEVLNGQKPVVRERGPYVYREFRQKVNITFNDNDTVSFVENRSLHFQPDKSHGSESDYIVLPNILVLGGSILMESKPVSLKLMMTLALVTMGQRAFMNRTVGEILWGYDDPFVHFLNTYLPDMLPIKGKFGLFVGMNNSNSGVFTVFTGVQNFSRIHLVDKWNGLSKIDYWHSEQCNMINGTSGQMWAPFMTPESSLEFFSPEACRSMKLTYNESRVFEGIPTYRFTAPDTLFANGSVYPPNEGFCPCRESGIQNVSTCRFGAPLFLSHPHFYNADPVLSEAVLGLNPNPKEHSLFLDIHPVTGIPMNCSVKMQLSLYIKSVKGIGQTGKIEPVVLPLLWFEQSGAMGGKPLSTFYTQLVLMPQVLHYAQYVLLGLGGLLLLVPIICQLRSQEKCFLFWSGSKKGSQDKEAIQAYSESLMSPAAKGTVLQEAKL
Rtt109 Vps75: inhibitors of C. albicans Rtt109/Vps75 HAT, primary screen, biochemical, ThioGlo CoA-SH fluorescence, plate reader; actives 0.16% (n = 330,000); inhibition, % at 34.9 µM; purified Rtt109/Vps75, 4 h; AID 540336, 2011; Histone acetyltransferase RTT109 (Candida albicans (strain SC5314 / ATCC MYA-2876)), …;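 active = inhibition of at least 50% in every replicate; inconclusive = best replicate reaches 50% inhibition but some replicates fall short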
CDK5 inh: inhibitors of human CDK5/p35 kinase, primary screen, biochemical, single concentration; inhibition, % at 10 µM; actives 0.01% (n = 330,000); Recombinant CDK5/p35, ADP-Glo luminescence, 60 min; AID 488839, 2010;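 active = highest replicate inhibition of at least 50% and at least 75% of replicates reaching 50%; inconclusive = only one of the two criteria met; inactive = both criteria failed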;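 note: plate controls were DMSO neutral control for no effect and GW8510 at 10 µM for full effect; many of its hits are not listed in these tables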
Wnt act: Wnt/beta-catenin pathway activators, primary screen, cell-based, plate reader, single point; activation, % at 9.35 µM; AID 743398, 2014; actives 1.2% (n = 300,000); Wnt/beta-catenin reporter cell assay, activator; in the data active = activation above about 30%, passing the limit was not always enough; inconclusive = no clear call, values can overlap the other calls;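 note: 0% = neutral control wells and 100% = positive control wells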
MITF TRPM1 HTS: activators of MITF-driven TRPM1 promoter reporter, primary screen, cell-based, SK-MEL-5, luciferase, single point. activation, % at 12.5 µM. AID 588334, 2011. actives 0.75% (n = 300,000). SK-MEL-5 TRPM1-promoter luciferase, 24 h; % of positive control, neutral wells = 0;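 active = mean activation of at least 80% with every replicate also reaching 80%; inconclusive = mean reaches 80% but some replicate falls short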;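 note: 0% = neutral control wells and 100% = parthenolide positive control wells; values of inactives mirror those of a sister screen read the other way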
PvdQ inh: P. aeruginosa PvdQ acylase inhibitors, primary screen, biochemical, fluorescence, plate reader and imaging, single point | PvdQ acylase [Pseudomonas aeruginosa LESB58] | inhibition, % at 10 µM | purified PvdQ acylase | actives 0.063% (n = 340,000); in the data active = inhibition above about 30%, passing the limit was not always enough; inconclusive = no clear call, values can overlap the other calls;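 note: 0% = vehicle neutral wells and 100% = reference inhibitor wells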
RTF Ca sens act: cardiac RTF calcium sensitivity activators, primary screen, biochemical, IANBD-TnC fluorescence, EC20 calcium; Troponin I, cardiac muscle (Homo sapiens) + Troponin T, cardiac muscle (Homo sapiens) + …; IANBD-labeled TnC RTF fluorescence at EC20 calcium; 0% EC20 calcium, 100% full calcium; activation, % at 7.2 µM; actives 0.24% (n = 340,000);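 active = activation above the mean over all tested compounds plus 3 SD, cut at about 30% in these data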;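 note: rise in fluorescence read as greater calcium sensitivity of cardiac thin filaments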
SR-BI DiI-HDL act: activators of SR-BI mediated DiI-HDL uptake, primary screen, ldlA[mSR-BI] CHO cells, DiI fluorescence | actives 0.096% (n = 320,000) | 3 h; 100 = double the neutral-control signal | AID 504775, 2011 | activation, % at 12.5 µM;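 active = mean replicate activation of at least 60% and every replicate at or above 60%; inconclusive = mean or all-replicate condition met, but not both; inactive = mean below 60% and not all replicates reaching 60%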;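 note: 0% = median plate neutral-control signal and 100% = twice that signal; values of inactives mirror those of a sister screen read the other way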
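Test system: SR-BI-overexpressing, LDLR-lacking CHO cells; Medium: Ham's F12 with 0.5% BSA, HEPES 25 mM, pH 7.4; Schedule: 3 h, 37 °C; Technique: bottom-read fluorescence, 550/595 nm.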
* marks the source's active call; other numbers are inactive results; ? = inconclusive; · = not tested or not shown. This is a random part of the collection; any-hit rate near 4.4%.

SMILES	dFosB activator	HTR5A ag	SR-BI HDL uptake	Rtt109 Vps75	CDK5 inh	Wnt act	MITF TRPM1 HTS	PvdQ inh	RTF Ca sens act	SR-BI DiI-HDL act
O=C(O)CCCC(=O)N1N=C(c2ccccc2)CC1c1ccc2c(c1)OCO2 (stereo not drawn)	2	-1	-8	-8	-1.0	1	-1	-5	-4	8
Cc1cnc(C(=O)OCC(=O)Nc2ccc(C)c(S(=O)(=O)N3CCCCC3)c2)cn1	-14	6	11	4	1.4	26	-9	-7	-2	-11
O=C(NCc1ccccn1)c1ccc2ccccc2n1	-1	-2	-12	-6	0.7	9	13	-11	-4	12
c1ccc(-c2nnc3sc(CN4CCc5ccccc54)cn23)cc1	-7	6	-1	1	2.1	·	4	-1	8	1
O=C1c2cccc3cccc(c23)N1CN1CCN(c2ccccn2)CC1	8	6	-18	6	-0.6	·	-4	-18	1	18
CC(CC(=O)O)C(=O)c1ccc(Cl)c([N+](=O)[O-])c1 (stereo not drawn)	2	3	8	-1	1.0	0	-5	-15	11	-8
CCN(CC)S(=O)(=O)c1cccc(C(=O)NCC2(N3CCOCC3)CCCCC2)c1	-9	7	-7	8	0.3	0	11	5	-8	7
Cc1cccc(NC(=O)c2ccc(COc3ccc(Cl)cc3Cl)o2)n1	-4	9	-14	2	-3.6	·	2	-15	-1	14
CC(NS(C)(=O)=O)C(c1cccs1)N1CCN(C)CC1 (stereo not drawn)	-2	-4	-19	0	2.4	-2	-3	1	-5	19
CCN(CC)CCN1C(=O)C(=O)/C(=C(/O)c2ccc(F)cc2)C1c1cccnc1 (stereo not drawn)	-6	4	-25	·	2.2	-2	-2	-10	2	25
Cc1ccc(/C=C2\CCC(C3CCCC3)C2=O)cc1 (stereo not drawn)	1	1	-14	-2	1.1	13	16	-3	0	14
O=C1Nc2cc(C(=O)NCCCN3CCCC3)ccc2S/C1=C\c1ccccc1	7	0	15	73*	5.0	0	-95	-13	-1	-15
COc1ccc(NC(=O)Nc2ccccc2F)cc1	-6	-4	25	-10	-1.5	25	72	-8	6	-25
CC1CCN(CCOc2ccccc2-c2ccccc2)CC1	3	-1	0	1	0.8	2	6	-11	1	0
CCCCN(C(=O)c1cccs1)c1c(N)n(Cc2ccccc2)c(=O)[nH]c1=O	0	-2	-13	-11	-0.9	2	14	-17	1	13
Cc1ccc(S(=O)(=O)N2CCCCC2)cc1NC(=O)CSc1nccn1C	-8	2	2	·	-0.8	-1	1	2	4	-2
O=S(=O)(NCCOc1ccccc1Cl)c1ccc2oc3ccccc3c2c1	-3	-1	-2	-7	1.8	-5	-1	-17	-1	2
Cc1cc2c(cc1S(=O)(=O)Nc1c(C)cccc1C)n(C)c(=O)c(=O)n2C	-2	-2	-11	10	2.6	-2	-6	-10	-1	11
COc1ccc(-c2nc(NC(C)=O)sc2-c2ccc(OC)cc2)cc1	-6	0	62	0	-0.8	-1	-1	1	-1	-62
COc1ccc2cc(CCNC(=O)c3ccc(Br)o3)c(=O)[nH]c2c1	-11	9	9	-2	2.0	-1	-2	-4	-5	-9
Cc1noc(C(=O)N(C)c2ccccc2)c1Cl	-2	1	-24	6	-0.9	1	-2	-5	-8	24
Cc1ccccc1/C=N/NC(=O)c1sccc1C	-6	4	9	3	1.8	80*	79	1	2	-9
COc1ccc(-c2nnc(SCc3ccccc3F)o2)cc1OC	-21	2	11	0	-0.6	·	71	-15	1	-11
CCOc1ccc(NC(=O)NCCN2C(C)CCCC2C)cc1 (stereo not drawn)	-2	3	-13	0	-0.4	·	-6	-3	-2	13
CCOC(=O)C1(CCOc2ccccc2)CCN(Cc2ccc(O)c(OC)c2)CC1	0	2	-6	-7	-0.4	-1	-12	-11	-6	6
(list continues)
SMILES	dFosB activator	HTR5A ag	SR-BI HDL uptake	Rtt109 Vps75	CDK5 inh	Wnt act	MITF TRPM1 HTS	PvdQ inh	RTF Ca sens act	SR-BI DiI-HDL act
COCc1cc(/C=N\NC(=O)COc2ccccc2)ccc1OC	-5	-5	-6	0	0.4	-4	11	-5	-5	6
COCCNC(=O)Cn1nc(C(F)(F)F)c(Cl)c1C	-2	0	-24	-1	4.3	-2	2	-10	9	24
CCC(C)(C)C1CCc2c(sc(NC(=O)c3cccs3)c2C(N)=O)C1 (stereo not drawn)	-5	2	32	-12	0.5	3	29	-7	-4	-32
Cc1nn(C)c(C(=O)N/N=C/c2ccccn2)c1[N+](=O)[O-]	1	0	8	7	0.6	4	-2	-17	-3	-8
O=C(CN1CCN(c2ccccn2)CC1)Nc1cc(F)ccc1F	-2	0	0	-2	-0.4	-2	7	-16	6	0
COc1ccc(CN2CCN(S(=O)(=O)c3ccc(C)cc3)CC2)cc1Br	-4	7	-17	4	-0.9	-5	-1	-8	-2	17
O=C(CSc1nc(Cc2ccccc2)nc2ccccc12)c1ccc2c(c1)OCCO2	-8	-2	31	-4	0.4	·	-2	1	-7	-31
O=C1CCC([N+](=O)[O-])C(c2ccccc2Cl)N1 (stereo not drawn)	2	3	-5	-5	-0.1	-5	-16	-17	4	5
O/C(=C\c1ccc2ccccc2n1)c1ccncc1	-2	0	-4	-1	2.5	17	18	6	5	4
O=C(CSc1ccc(-c2cccnc2)nn1)Nc1ccccc1	-5	5	-14	-4	-0.2	-1	-3	-14	-5	14
O=C(CSc1ncccn1)NC1CCS(=O)(=O)C1 (stereo not drawn)	4	-3	-18	2	0.7	-1	-9	-2	-3	18
c1ccc2c(N3CCCCCC3)nc(-c3ccncc3)nc2c1	-31	1	23	8	1.9	·	-3	-8	3	-23
Cn1c(=O)[nH]c(=O)c2c1nc([N+](=O)[O-])n2Cc1ccccc1	-2	-4	5	-2	0.6	-12	-99	-11	14	-5
COc1cccc(CNc2ccc(F)c(Cl)c2)c1OC	-1	-3	2	-8	-2.9	-2	13	-6	0	-2
[N-]=[N+]=NC[C@H](Cc1ccccc1)N1CC[C@@H](O)CCC1=O	1	3	2	-5	-2.2	0	4	-9	-8	-2
CN(CC#CCC(c1ccccc1)c1ccccc1)C(C)(C)C	5	0	-16	3	0.7	-5	1	2	-9	16
O=C(N/N=C/C=C/c1ccccc1)c1ccccn1	-4	4	-23	15	2.2	?	·	9	-4	23
O=C(NNC(=O)C(O)(c1ccccc1)c1ccccc1)C1CC1	-2	2	-16	-14	3.0	2	12	4	-2	16
Cc1ccc(S(=O)(=O)CCC(=O)NCc2ccco2)cc1	3	-3	4	4	1.5	·	-9	-16	2	-4
O=C(NC1CCCCC1)NC1CCN(C(=S)NCc2ccco2)CC1	5	-5	-3	42	2.0	4	12	7	-1	3
C/C(CC(=O)NCc1ccco1)=N\NC(=O)Cc1cccc2ccccc12	-2	-2	-13	4	0.1	·	-5	-14	2	13
Cc1cc(NC(=O)c2c(F)cccc2F)n(-c2nc3ccccc3[nH]2)n1	-33	-2	66	8	1.7	·	3	5	-3	-66
COc1ccc(-c2cc(N3C(=O)Nc4ccccc4N3O)n[nH]2)c(OC)c1	-5	0	-21	-5	-0.4	·	-10	-16	1	21
O=C(c1ccc(-c2ccccc2)cc1)C1CCCN(C(=O)Cn2cncn2)C1 (stereo not drawn)	-14	6	18	1	-2.5	5	-1	-9	0	-18
O=C(CCNc1ccc(F)cc1)c1ccco1	2	-3	-7	31	1.4	·	7	-4	-6	7

Reprinted from the part before: 3 compounds, then new ones.
SMILES	dFosB activator	HTR5A ag	SR-BI HDL uptake	Rtt109 Vps75	CDK5 inh	Wnt act	MITF TRPM1 HTS	PvdQ inh	RTF Ca sens act	SR-BI DiI-HDL act
COc1ccc(-c2cc(N3C(=O)Nc4ccccc4N3O)n[nH]2)c(OC)c1	-5	0	-21	-5	-0.4	·	-10	-16	1	21
O=C(c1ccc(-c2ccccc2)cc1)C1CCCN(C(=O)Cn2cncn2)C1 (stereo not drawn)	-14	6	18	1	-2.5	5	-1	-9	0	-18
O=C(CCNc1ccc(F)cc1)c1ccco1	2	-3	-7	31	1.4	·	7	-4	-6	7
O=S(=O)(NCCO)c1ccc2c(c1)Cc1cc(S(=O)(=O)NCCO)ccc1-2	-3	0	-6	-8	0.4	2	0	-5	-2	6
COc1cc(C(=O)NNC2=NC(C)(C)Cc3cc(C)c(C)cc32)cc(OC)c1OC	-2	-1	-10	-2	-0.9	-6	-18	-6	-2	10
COc1ccc(/C=C/C(=O)c2ccccc2O)cc1CN1CCOCC1	-2	4	-38	0	-1.0	-2	·	-6	-7	38
NC(=O)CCN1CCN(Cc2nc(C(c3ccccc3)c3ccccc3)no2)CC1	-5	2	-8	-5	0.4	-1	-1	-6	-1	8
Cc1ccc(NNC(=O)c2ccno2)cc1Cl	-10	3	1	3	0.5	-3	·	-11	7	-1
CCOC(=O)C(Cc1ccccc1)C(=O)Nc1ccc(N(CC)CC)cc1 (stereo not drawn)	-3	1	-15	2	0.6	·	10	-13	-2	15
COc1ccccc1/C=C1/C(=O)N(c2cc(C)cc(C)c2)C(c2cccc([N+](=O)[O-])c2)S1(=O)=O (stereo not drawn)	-15	0	9	-4	-1.5	-8	-11	-13	3	-9
COCc1[nH]nc2c1C(C1C=CCCC1)C(C#N)=C(N)O2 (stereo not drawn)	-8	0	7	-1	-0.4	·	3	-11	2	-7
Nc1cc(=O)[nH]c(SCc2ccccc2Cl)n1	13	1	8	-1	0.2	-5	-5	-5	-5	-8
Cc1ccc(C(C)C)cc1S(=O)(=O)NC1CC(C)(C)NC(C)(C)C1	2	6	-8	-3	-2.3	0	·	-16	7	8
COc1cccc(CNC(=O)c2cccc(S(=O)(=O)N3CCN(Cc4ccccc4)CC3)c2)c1	-5	-1	-3	8	-1.2	2	0	-18	3	3
CS(=O)(=O)N1CCc2ccccc2C1	-5	4	9	10	0.5	·	-5	-5	-1	-9
CCC(C)(C)n1nnnc1C(CC(C)C)N1CCC(C(N)=O)CC1 (stereo not drawn)	-5	-3	-6	-3	-2.6	-2	·	-6	0	6
FC(F)(F)c1nc(-c2ccncc2)ncc1-c1nnnn1-c1ccccc1	-5	-8	-3	0	0.0	-6	-8	-10	-3	3
COc1ccc(NC(=O)CN(C)C(=O)c2cc(S(=O)(=O)N3CCCCCC3)ccc2OC)cc1	-7	1	-11	8	0.2	-4	2	10	-2	11
